Screens from PubChem BioAssay.
aSyn UTR inh: MLPCN primary screen, SNCA 5' untranslated region. 0.82% of 300,000 active. inhibition, % (tested at 7.5 µM). alpha-synuclein 5'UTR reporter, inhibitor activity. AID 1813, 2009; in the data active means inhibition above about 60%; inconclusive means no clear call, values can overlap the other calls;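 further: H4 neuroglioblastoma cells stably carrying SNCA 5'UTR luciferase fusion; 0% = DMSO wells and 100% = positive control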
KLF5 inh: KLF5 expression inhibitors, primary screen, DLD-1 cells, luminescence | 0.23% of 290,000 active | inhibition, % at 5 µM | DLD-1 KLF5 promoter-luciferase reporter;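 active means inhibition above a per-plate limit of that plate's mean compound inhibition plus 3 SD, cut at about 60% in these data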;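 further: 0% = DMSO wells and 100% = LY294002 at 200 µM; higher means less KLF5 promoter-driven luciferase light; inactives centre near -14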
HSF-1 act: HSF-1 activators, primary screen, NIH3T3-HGL cells, MG132 stress, luminescence, single point; activation, % at 9 µM; NIH3T3-HGL HSF-1 luciferase reporter, 8 h; 100% = twice DMSO control signal; AID 504408, 2011; 1.7% of 300,000 active;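 active means mean replicate activation of at least 50% with a set share of replicates each reaching 50%; inconclusive means only one of those two conditions met; inactive means mean below 50% and too few replicates reaching it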;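 further: 0% = median of the neutral control wells and 100% = twice that signal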
Dyrk1A ADPGlo: rat Dyrk1A kinase inhibitors, primary screen, biochemical, single point, plate reader; Dual specificity tyrosine-phosphorylation-regulated kinase 1A (Rattus norvegicus), Q63470; ADP-Glo luminescence, NFATc1 peptide; inhibition, % at 12.5 µM; 0.43% of 310,000 active; AID 504441, 2011; in the data active means inhibition above about 50%;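 further: plate controls were vehicle with enzyme for no effect and no enzyme for full effect; many of its hits are not listed in these tables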
Platelet DG rel: inhibitors of platelet dense granule secretion, primary screen, cell-based, MLPCN, human platelets; human platelet-rich plasma, SFLLRN dense granule ATP release, luminescence; inhibition, %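 (compounds screened at 7.5 µM in platelet-rich plasma)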; 0.22% of 300,000 active;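 active means mean replicate score, as percent of positive control, at or above 50; inconclusive means mean below 50 but at least one replicate at or above 50; inactive means mean and every replicate below 50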
IEC-6 cytotox: cytotoxicity in IEC-6 intestinal epithelial cells, primary screen, cytotoxicity control for KLF5 inhibitor project, cell-based, luminescence | inhibition, % at 5 µM | IEC-6 cytotoxicity, luminescence viability | 0.78% of 290,000 active | AID 1825, 2009; in the data active means inhibition above about 22%;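 further: 0% = plate median of test compound wells and 100% = cytotoxic reference compound wells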
GSK3 alpha inh: blockers of GSK3A enzyme activity – biochemical, luminescence, cell-free homogeneous, HTS, primary screen. Glycogen synthase kinase-3 alpha (Homo sapiens), P49840. 0.1% of 320,000 active. inhibition, % at 10 µM. GSK-3 alpha kinase, ADP-Glo luminescence, 60 min;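 in the data active means inhibition above about 50%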;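 further: GST-tagged GSK-3 alpha with peptide substrate and 25 µM ATP; 0% = DMSO neutral wells and 100% = GW8510 positive control wells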
Target sequence (P49840 whole entry, looked up): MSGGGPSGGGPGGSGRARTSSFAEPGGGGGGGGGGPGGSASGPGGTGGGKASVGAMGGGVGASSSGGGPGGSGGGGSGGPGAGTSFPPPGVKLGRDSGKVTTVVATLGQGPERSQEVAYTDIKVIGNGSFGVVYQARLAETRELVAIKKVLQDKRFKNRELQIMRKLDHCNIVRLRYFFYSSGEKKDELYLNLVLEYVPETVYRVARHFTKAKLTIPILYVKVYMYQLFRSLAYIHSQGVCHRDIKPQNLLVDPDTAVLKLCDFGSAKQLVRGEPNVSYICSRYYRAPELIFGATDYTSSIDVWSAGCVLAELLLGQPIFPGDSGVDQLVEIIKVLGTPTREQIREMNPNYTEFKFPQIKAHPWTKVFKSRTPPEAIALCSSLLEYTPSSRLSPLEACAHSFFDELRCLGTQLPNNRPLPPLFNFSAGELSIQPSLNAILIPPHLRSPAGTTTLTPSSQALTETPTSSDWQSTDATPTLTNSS
HSF1 inh: HSF1 inhibitors in luciferase reporter cells, primary screen, cell-based, NIH3T3, luminescence; NIH3T3-HGL HSE-luciferase, MG132-induced, luminescence 8 h; active compounds read low; activity change, negative = inhibition, % at 7.5 µM (by protocol); 0.77% of 300,000 active; AID 2098, 2009;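 active means more than half of replicate wells show activity change below -50%, luminescence cut by over half; inconclusive means some wells, but at most half, below -50%; inactive means no replicate well below -50%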;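 further: luciferase reports HSF-1 transcriptional activity via heat shock element; 0% = median of DMSO wells and -100% = zero luminescence signal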
HSP90 inh: HSP90 inhibitors, primary screen, cell lysate, luminescence; 0.91% of 290,000 active; Rabbit reticulocyte lysate, luciferase refolding luminescence, 3 h; AID 1789, 2009; inhibition, % at 5.6 µM;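 active means inhibition above the screen-wide mean plus 3 SD, computed separately per campaign, cut at about 16% in these data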;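 further: 0% = DMSO wells and 100% = 60 µM geldanamycin wells; inhibitors lower the luminescence because luciferase stays unfolded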
GSK3B inh: human GSK3beta kinase inhibitors, primary screen, biochemical, cell-free homogeneous, HTS. 0.038% of 300,000 active. GST-GSK3beta kinase, ADP-Glo luminescence, 60 min; active compounds read low. Glycogen synthase kinase-3 beta (Homo sapiens), P49841. activity score (negative = inhibition), % at 10 µM. AID 2097, 2009;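 active means more than half of replicate wells score below -50%, meaning over 50% inhibition versus plate controls; inconclusive means some replicates but at most half score below -50%; inactive means no replicate scores below -50%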;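 further: 0% = median DMSO wells and -100% = median GW8510 positive control wells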
Target sequence (P49841 whole entry, looked up): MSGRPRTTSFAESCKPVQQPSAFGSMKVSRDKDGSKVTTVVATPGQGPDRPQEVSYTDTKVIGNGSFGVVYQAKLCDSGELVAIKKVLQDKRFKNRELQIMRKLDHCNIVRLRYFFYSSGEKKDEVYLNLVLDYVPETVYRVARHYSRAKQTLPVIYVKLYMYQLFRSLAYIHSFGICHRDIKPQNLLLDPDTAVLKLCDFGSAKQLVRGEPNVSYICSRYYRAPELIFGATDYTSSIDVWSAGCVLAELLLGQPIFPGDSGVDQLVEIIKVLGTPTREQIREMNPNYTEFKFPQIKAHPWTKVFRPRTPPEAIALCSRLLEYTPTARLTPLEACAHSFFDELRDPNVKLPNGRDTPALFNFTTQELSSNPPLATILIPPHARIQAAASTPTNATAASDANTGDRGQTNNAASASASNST
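Test system: GST-tagged human GSK3beta kinase, cell-free; evaluation: activity score scaled between in-plate DMSO and GW8510 controls; measured by: ADP-Glo luminescence; incubation: 60 min reaction, RT; benchmarks: DMSO and 20 µM GW8510; reagent: peptide substrate plus 25 µM ATP (final); medium: Tris/MgCl2 kinase buffer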
Active calls of the source: *; ? = inconclusive; · = not tested or not shown.

SMILES	aSyn UTR inh	KLF5 inh	HSF-1 act	Dyrk1A ADPGlo	Platelet DG rel	IEC-6 cytotox	GSK3 alpha inh	HSF1 inh	HSP90 inh	GSK3B inh
COc1cc([N+](=O)[O-])cc(/C=N/N(CCC#N)C(C)=O)c1O	-26	-9	-14	4	-1	-4	-2	-6	-1	4
c1ccc2[nH]c(SCc3cn4ccccc4n3)nc2c1	-62	-24	?	2	6	-4	6	19	-1	-2
CCn1cc(CCC(=O)NCCN2CCOCC2)c2ccccc21	-15	11	-52	3	-6	-8	0	-40	8	-2
O=C(CCNC(=O)C1CCN(S(=O)(=O)c2ccc(F)cc2)CC1)NCCc1ccc(Cl)cc1	18	-10	-16	·	-3	1	-1	-6	0	-1
Cc1ccccc1NS(=O)(=O)c1ccc(N2CCCC2=O)cc1	49	55	-1	4	-3	55*	0	-8	-1	1
COc1ccc(C(=O)C2CCCN(S(=O)(=O)c3cccc(C)c3)C2)c(C)c1 (stereo not drawn)	-3	-27	5	-5	-12	-6	-1	-2	6	3
COc1ccccc1C(CNC(=O)COc1cc(C)ccc1Cl)N1CCCC1 (stereo not drawn)	6	·	6	1	-7	·	1	7	·	0
COc1ccc(/C=N/NC(=O)c2nc(-c3ccccc3)cc(-c3ccccc3)n2)cc1O	-28	-7	-10	-5	0	4	-1	-6	3	1
COc1ccc2oc(=O)c(NC(=O)C3CCCCC3)cc2c1	-36	-47	2	-4	-8	-2	·	2	2	1
CCc1cc2ccc(C)cc2nc1SCC(=O)Nc1cc(C)on1	39	-5	-35	·	-4	-4	0	-19	-1	1
NC(=S)N/N=C/c1c[nH]c2ccccc12	15	-20	-12	44	23	4	4	-1	2	1
CN1C(=O)N(C)C2(c3ccccc3)Nn3c(s/c(=C/c4ccccc4)c3=O)=NC12c1ccccc1 (stereo not drawn)	3	-39	1	-7	5	1	27	4	-2	1
CCOc1ccc(N2C(=O)c3ccccc3C2O)cc1 (stereo not drawn)	-96	-130	10	-3	8	-7	1	-1	-1	0
CC1CC(C)CN(C(=O)c2cccc(S(=O)(=O)Nc3cc(C(F)(F)F)ccc3Cl)c2)C1 (stereo not drawn)	9	-38	1	0	-2	4	-5	0	-3	0
O=C(NCCSc1ncc(-c2ccc(F)cc2)[nH]1)c1ccc2c(c1)OCO2	1	·	-7	-2	-5	·	2	15	·	0
COc1cc(C(=O)N2CCN(c3ncnc4sc(C)c(C)c34)CC2)cc(OC)c1OC	4	-10	-20	7	-2	5	0	1	0	-2
COc1ccc(N2CCn3c2nc2c3c(=O)n(CCc3ccccc3)c(=O)n2C)c(OC)c1	-9	-9	-9	·	2	-3	·	0	-5	0
O=C(NCc1ccccc1)c1noc2c1CCCCC2	-133	-93	32	15	8	1	-4	12	3	-3
CCOC(=O)Cn1c(N2CCCCCC2)nc2c1c(=O)[nH]c(=O)n2C	9	1	6	4	-1	-2	-1	-4	-2	0
COc1cccc(C(=O)NCCS(=O)(=O)N2CCC(C)CC2)c1	-13	·	-4	·	0	·	-3	1	·	-1
COc1ccc(-c2cc3c(=O)n(CC(=O)NCc4ccccc4F)ncn3n2)cc1	-37	-59	19	-1	2	4	-1	1	-4	1
COc1ccc(-n2c(CNC(=O)COc3ccc(Cl)cc3Cl)n[nH]c2=S)cc1	12	-12	·	-2	6	-3	0	·	0	1
CCc1cccc(OCC(=O)Nc2ccc(S(=O)(=O)N3CCCC3)cc2)c1	11	5	-6	-9	-1	1	2	10	-4	3
CCN(CC)CCNC(=O)Cn1nc(-c2ccc(C)cc2)ccc1=O	1	-46	·	0	-7	1	-2	·	0	-1
CCOC(=O)N1CCN(C(=O)COc2ccc(Cl)cc2C)CC1	-3	5	9	0	36	-2	-2	9	-5	3
COc1cccc(NC(=O)COc2coc(CN3CCN(c4ccccc4)CC3)cc2=O)c1	15	·	33	4	-18	·	3	4	·	2
Cc1onc(-c2ccccc2)c1C(=O)N1CCCC(C(F)(F)F)C1 (stereo not drawn)	12	-12	-1	-9	8	-3	-1	-4	-6	-1
O=C(COC(=O)/C=C/c1ccc(Cl)cc1)Nc1ccccc1-c1ccccc1	3	-30	-2	-3	0	0	-3	1	0	-2
CCOC(=O)N1CCN(Cc2nc(N)nc(Nc3ccc(OC)cc3)n2)CC1	-3	-34	-11	8	11	5	-1	-12	-4	2
CC(=O)C1=C(S(=O)(=O)c2ccc(C)cc2)CS(=O)(=O)C1	-9	-35	-5	-3	-3	-2	·	10	1	0
Cc1ccc(C2CC(=O)NC(SCc3ccccc3)=C2C#N)cc1 (stereo not drawn)	13	-25	7	1	-2	0	-1	10	-1	2
O=C(CSc1nnc(CNc2ccc(F)cc2)n1Cc1ccco1)NC1CC1	3	-3	-14	-5	-3	3	-1	3	0	-4
CCCN(CCC)S(=O)(=O)c1nc2nc(C)cc(C)n2n1	5	4	-10	1	5	-5	1	-4	4	1
Cc1ccc2c(c1)NC(=O)C(CC(=O)NCc1ccc(F)cc1)O2 (stereo not drawn)	-3	-38	7	5	11	-3	·	-3	-1	-2
CC(=O)Nc1ccc(OCCOc2ccccc2C(C)=O)cc1	-6	-44	0	7	-9	0	0	0	-1	5
COc1ccc(N(CC(=O)Nc2cccc(SC)c2)S(C)(=O)=O)cc1Cl	-4	-44	14	5	-1	4	4	3	4	2
Cc1ccc(NS(=O)(=O)c2c(C(=O)N3CCOCC3)c(C)n(C)c2C)cc1C	11	-31	-2	-2	23	-7	1	4	-6	1
COc1ccc(S(=O)(=O)N/N=C(/C)c2cccc(NC(=O)c3ccccc3Cl)c2)cc1	4	-10	0	3	-2	-9	-1	-1	3	3
O=C(OCc1ccccc1F)c1ccc2c(c1)OCCO2	-210	-18	41	4	4	-6	7	18	-1	5
CCc1nc(NC(C)(C)C)c2cnn(-c3ccccc3)c2n1	-129	-88	27	2	-1	3	-2	3	4	2
Cc1ccc(CCNC(=O)CN2C(=O)COc3ccccc32)cc1	29	-37	14	3	4	-7	1	8	2	0
Cc1cccc(C2=N/C(=C\c3cccnc3)C(=O)O2)c1	-9	-11	-1	-2	-5	1	-2	1	-2	8
CCN(CC)S(=O)(=O)c1ccc(OC)c(NC(=S)Nc2cccc(C)c2)c1	-53	-20	20	·	-3	0	2	12	1	5
CCCCn1c(SCC(=O)Nc2nccs2)nc2ccccc2c1=O	-1	-17	-8	1	-1	-2	0	-2	2	-1
Cc1cc(C(=O)N2CCN(c3ncccn3)CC2)cs1	21	-15	-35	-6	17	-4	1	-17	5	-1
CC(C)OC(=O)CC(=O)CSc1nc2c(c(-c3cccs3)c1C#N)CCC2	4	-11	8	2	-6	1	0	7	-1	-3
O=C(CN1C(=O)/C(=C/c2ccc(F)cc2)SC1=S)NC1CCS(=O)(=O)C1 (stereo not drawn)	-5	-5	10	·	-1	1	-1	4	-3	0
O=C(COC(=O)Cc1n[nH]c(=O)c2ccccc12)NNC(=O)c1ccccc1	-2	·	6	-1	-9	·	·	-3	·	1
Cc1ccc(C(=O)Oc2ccccc2N2C(=O)C3C4CCC(C4)C3C2=O)cc1 (stereo not drawn)	-26	-8	-8	2	18	-3	-6	-8	-2	-2
COc1ccc(C(=O)NCCn2cc(SCC(=O)NCC3CCCO3)c3ccccc32)cc1OC (stereo not drawn)	15	-21	10	-2	4	5	0	-3	-1	1

The listing continues:
SMILES	aSyn UTR inh	KLF5 inh	HSF-1 act	Dyrk1A ADPGlo	Platelet DG rel	IEC-6 cytotox	GSK3 alpha inh	HSF1 inh	HSP90 inh	GSK3B inh
O=C(NN1C(=O)c2ccccc2C1=O)C1C2CCCCC21 (stereo not drawn)	-32	0	-7	-5	2	4	0	-5	-5	1
CC(C)CNC(=O)c1ccccc1NC(=O)c1ccc(CSc2ccccc2)cc1	17	-6	6	-4	0	4	0	0	2	2
Cc1ccccc1C([O-])=Nc1ccc[n+](-c2nc3ccccc3nc2NS(=O)(=O)c2ccccc2)c1	4	-4	18	·	0	-1	-1	3	0	0
CCOc1cccc(-c2nnc3sc(-c4ccco4)nn23)c1	-20	-3	21	2	1	2	1	0	-1	1
CC(CCN1CCN(CCO)CC1)c1ccccc1 (stereo not drawn)	-9	-20	-9	·	-3	0	0	-4	1	2
CCCc1nc(SCC(=O)Nc2nnc(SCC)s2)c2c(=O)n(C)c(=O)n(C)c2n1	4	-17	5	5	1	8	1	6	6	-2
CC1CCc2cc(F)ccc2N1C(=O)CSc1nnc(-c2cccs2)n1C (stereo not drawn)	24	3	-12	-1	-3	2	-3	-6	-3	4
COc1ccc(C2(C(=O)NCCc3ccccc3)CCCC2)cc1OC	5	-19	21	-7	-8	-8	6	3	-3	-4
COc1cc2c(C(=O)NCCN(C)C)cn(CC(C)C)c(=O)c2cc1OC	15	-37	3	4	-7	-5	-4	5	2	1
Nc1nc(SCC(=O)Nc2ncc(C(F)(F)F)cc2Cl)n[nH]1	5	1	4	·	-3	-3	·	3	1	1
CC1CCN(C(=O)c2cc(S(=O)(=O)N3CCCCC3)c[nH]2)CC1	-6	-31	1	-2	1	-4	-2	-6	3	5
O=S(=O)(c1ccccc1Cl)N1CCC(O)(c2cccnc2)CC1	-4	-12	5	-4	-1	-1	-4	1	-1	-2
COC(=O)NCc1ccc2c(c1)OCO2	-8	-10	-3	1	-3	-2	-2	-2	0	-3
O=C1NC2(NN1c1ccccc1)C1CC3CC(C1)CC2C3 (stereo not drawn)	1	7	10	3	0	-5	4	-8	-3	-2
CCCCN1CCc2c([nH]c3ccccc23)C1=O	-128	-55	35	-6	3	2	3	18	-2	0
Cc1nn(CC(=O)N2N=C(C(F)F)CC2(O)C(F)F)c(C)c1[N+](=O)[O-] (stereo not drawn)	-3	-24	-1	2	-12	2	-1	-1	0	1
O=C(Nc1ccc(N2CCCC2)cc1)c1ccc(Br)o1	-33	-77	5	·	15	2	2	-10	0	2
Cc1nnc(N2C(=O)C(O)=C(C(=O)c3ccco3)C2c2ccc(C(C)C)cc2)s1 (stereo not drawn)	-10	-154	13	-4	-6	-2	-2	13	4	0
COc1ccc(NC(=S)Nc2cc(C)cc(C)n2)cc1OC	-55	-8	21	-1	4	-4	1	3	0	-1

This is a subset; the hit share may differ from the screen's.
